Screening results as filed in PubChem.
TIM10 inh: inhibits growth of TIM10 yeast strain. S. cerevisiae TIM10 strain growth, BacTiter-Glo luminescence, 24 h. inhibition, % at 10 µM. 1.4% of 330,000 active. AID 463195;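 active means inhibition of 40% or more at the single tested concentration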;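 further: wild-type TIM10 isogenic control strain grown at permissive 25 °C; 0% = DMSO yeast wells and 100% = minimal medium wells without yeast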
APJ ag: agonists of human APJ apelin receptor; P35414; CHO-K1 APJ PathHunter beta-arrestin, luminescence; 0% DMSO wells, 100% apelin; activation, % at 20 µM; 0.11% of 330,000 active; AID 2520;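 active means activation more than six SD over the plate average, tested at 20 µM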;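 further: 0% = DMSO alone and 100% = apelin-13 at 10 nM; some results filed as inactive read as strong as hits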
Target sequence (P35414 whole entry, looked up): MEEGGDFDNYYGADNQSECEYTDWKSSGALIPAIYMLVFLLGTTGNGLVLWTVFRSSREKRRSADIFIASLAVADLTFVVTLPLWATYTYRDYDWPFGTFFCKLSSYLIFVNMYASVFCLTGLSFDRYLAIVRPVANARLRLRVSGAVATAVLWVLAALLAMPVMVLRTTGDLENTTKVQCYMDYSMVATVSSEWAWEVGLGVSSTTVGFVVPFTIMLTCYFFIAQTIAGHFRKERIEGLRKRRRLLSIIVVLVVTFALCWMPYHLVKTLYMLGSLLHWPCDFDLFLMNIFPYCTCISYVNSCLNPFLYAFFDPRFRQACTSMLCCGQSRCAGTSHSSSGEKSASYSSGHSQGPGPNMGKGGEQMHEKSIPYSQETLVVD
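Assay system – PathHunter CHO-K1 APJ (AGTRL-1) beta-arrestin reporter cells · Compound – one dose, 20 µM compound, 1% DMSO · Timing – compound 90 min 25 °C, reagent 1 h · Measured by – luminescence from split beta-galactosidase complementation, Galacton Star/Emerald II substrate · Measure – beta-arrestin recruitment to APJ as agonist activity, luminescent signal · Benchmarks – DMSO vs Apelin-13 10 nM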
tim10-1 inh: inhibits growth of tim10-1 mutant yeast. inhibition, % at 20 µM. S. cerevisiae tim10-1 ts strain growth, BacTiter-Glo, 24 h. 2.2% of 330,000 active. AID 463190;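 active means inhibition of at least 40%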;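 further: mutant grown at 25 °C; 0% = DMSO wells with yeast and 100% = wells holding no yeast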
NR3A LBD binder: modulates the human NR3A ligand-binding domain; NR3A LBD differential scanning fluorimetry, Tm shift; 0% = protein alone, 100% = glycine-bound protein; Tm shift relative to glycine control, % at 25 µM; 2.5% of 340,000 active; AID 1259313;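 active means melting temperature shift of at least 10% of the positive control shift, at one fixed dose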
beta cell repl: induces beta-cell replication in MIN6 cells; MIN6 cells proliferation, ATPlite luminescence, 48 h; cells starved in 0.2% serum; 100% = growth in 10% serum; proliferation, % at 10 µM; 0.29% of 330,000 active; AID 2380;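 active means compounds whose signal lies at least 3.5 SD above the mean of all wells on their plate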;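 further: 0% = DMSO-treated cells in low-serum medium and 100% = 10% serum control; some compounds called inactive have numbers as strong as hits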
MPTP inh: permeability transition pore inhibition; inhibition, % at 10 µM; isolated mouse mitochondria, Ca2+ swelling absorbance, 30 min; 1.4% of 360,000 active;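 active means inhibition of 50% or more, scaled per plate between neutral and stimulator controls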;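 further: 0% = DMSO wells given calcium and 100% = 1 mM EGTA wells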
tim23-1 inh: tim23-1 yeast growth inhibition; S. cerevisiae tim23-1 growth, BacTiter-Glo luminescence, 24 h; inhibition, % at 20 µM; 1.3% of 330,000 active;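 active means growth inhibition of the mutant yeast at or above 50%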;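 further: temperature-sensitive mutant grown at 25 °C; plate controls were DMSO-treated mutant yeast for no effect and medium wells lacking yeast for full effect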
NLRP3 yeast inh: NALP3 inhibition in yeast. Yeast reconstituted NLRP3/ASC/caspase-1, beta-gal luminescence, 24 h. inhibition, % at 10 µM. 0.39% of 330,000 active. AID 2825;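 active means inhibition of 50% or more; inactive means inhibition below 50%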;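 further: plate controls were induced DMSO wells for no effect and uninduced yeast grown without galactose for full effect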
APJ antagonist: APJ receptor antagonism; P35414; 0.32% of 330,000 active; AID 2521; CHO-K1 APJ beta-arrestin complementation, luminescence; inhibition, % at 20 µM;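 active means inhibition above about 40% at 20 µM, limit read from the data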;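 further: cells challenged with 10 nM apelin-13 agonist together with compound; plate controls were apelin-13 plus DMSO wells for no effect and DMSO wells lacking apelin-13 for full effect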
The depositor's hits bear a star; / = no result given.

Sample of the layout, 2 compounds:
Structure	TIM10 inh	APJ ag	tim10-1 inh	NR3A LBD binder	beta cell repl	MPTP inh	tim23-1 inh	NLRP3 yeast inh	APJ antagonist
CCN(CC)S(=O)(=O)c1ccc(N2CCOCC2)c(NC(=O)c2ccccc2F)c1	7	-5	22	-2	6	4.8	20	9	-31
CC1CCCN(C(=O)CCNC(=O)c2ccccc2Cl)C1 (stereo not given)	-5	-3	-1	1	-5	0.1	3	-1	-1

The listing, repeating the preview:
Structure	TIM10 inh	APJ ag	tim10-1 inh	NR3A LBD binder	beta cell repl	MPTP inh	tim23-1 inh	NLRP3 yeast inh	APJ antagonist
CCN(CC)S(=O)(=O)c1ccc(N2CCOCC2)c(NC(=O)c2ccccc2F)c1	7	-5	22	-2	6	4.8	20	9	-31
CC1CCCN(C(=O)CCNC(=O)c2ccccc2Cl)C1 (stereo not given)	-5	-3	-1	1	-5	0.1	3	-1	-1
CCc1cc(Br)ccc1N1C(=O)C2CC=CCC2C1=O (stereo not given)	-2	-5	14	-1	6	-2.0	2	15	18
O=C(O)c1cccc(N2C(=S)N=C(Nc3ccccc3)C23CCCCC3)c1	6	-1	3	-1	2	1.2	7	-3	14
Cc1oc2nc(SCCCC(=O)NCCCO)nc(N)c2c1C	3	0	12	-6	0	-4.6	15	5	8
O=C(O)CCC(=O)N(Cc1cccnc1)Cc1cccc(F)c1	5	0	10	10	0	-1.1	-5	2	3
CCn1c(-c2ccc(C)cc2)n[nH]c1=S	1	9	21	3	-1	-0.8	9	21	1
Cc1ccc(S(=O)(=O)N(C)C[C@@H]2Oc3c(NS(C)(=O)=O)cccc3C(=O)N([C@H](C)CO)C[C@@H]2C)cc1	-4	-2	7	1	-2	-1.6	10	3	3
COC(=O)[C@@]1(Cc2ccc(F)cc2)[C@H]2c3cc(C(=O)N(C)C)n(CCSCCO)c3C[C@H]2CN1C(=O)c1ccccc1	15	5	13	0	-2	/	17	-2	-3
c1ccc(Sc2nc(N3CCCCC3)nc(N3CCCCC3)n2)nc1	23	-4	41*	2	-5	5.7	21	30	17
COc1ccc(OCCCC(=O)Oc2ccc(OC)cc2)cc1	9	-2	12	-16	-2	-2.4	7	23	-7
O=C(Nc1cccc2cccnc12)c1cccc2ccccc12	34	-2	17	-7	-3	1.4	30	34	12
O=C(Cn1c(=O)c2cccn2c2cccnc21)N1CCN(c2ccccc2F)CC1	-8	6	11	0	0	-2.4	3	18	12
Cc1nc(C)c(C(=O)O)c(-c2cccs2)c1C(=O)O	11	-2	3	-2	2	-0.3	10	16	3
CCC(=O)c1ccc(OCC(O)CN2CCN(C(c3ccccc3)c3ccccc3)CC2)cc1 (stereo not given)	21	-2	26	-4	-6	1.2	17	27	16

Arranged by the number under NLRP3 yeast inh (lowest first): five from the list above.
Compound	TIM10 inh	APJ ag	tim10-1 inh	NR3A LBD binder	MPTP inh	NLRP3 yeast inh	APJ antagonist
COC(=O)[C@@]1(Cc2ccc(F)cc2)[C@H]2c3cc(C(=O)N(C)C)n(CCSCCO)c3C[C@H]2CN1C(=O)c1ccccc1	15	5	13	0	/	-2	-3
Cc1oc2nc(SCCCC(=O)NCCCO)nc(N)c2c1C	3	0	12	-6	-4.6	5	8
CCN(CC)S(=O)(=O)c1ccc(N2CCOCC2)c(NC(=O)c2ccccc2F)c1	7	-5	22	-2	4.8	9	-31
CCc1cc(Br)ccc1N1C(=O)C2CC=CCC2C1=O (stereo not given)	-2	-5	14	-1	-2.0	15	18
O=C(Nc1cccc2cccnc12)c1cccc2ccccc12	34	-2	17	-7	1.4	34	12

More compounds follow:
Structure	TIM10 inh	APJ ag	tim10-1 inh	NR3A LBD binder	beta cell repl	MPTP inh	tim23-1 inh	NLRP3 yeast inh	APJ antagonist
O=C(CN1C(=O)C2CCCCC2C1=O)Nc1ccc(OC(F)F)c(Cl)c1 (stereo not given)	12	-1	7	8	-1	-0.3	23	3	-46
COc1ccc(CN(Cc2nc3ccccc3c(=O)[nH]2)C(=O)c2ccco2)cc1	-2	-3	20	-2	-4	0.3	23	7	12
CC(C)N(C)CCOC(=O)c1ccccc1Cl	-7	3	5	1	0	-1.2	-2	12	-13
O=C(COc1ccc(Br)cc1Br)NNC(=O)c1cccs1	-2	-1	4	0	-3	0.2	16	8	-1
c1cncc(Nc2c3ccccc3nc3ccccc23)c1	10	-1	11	-1	-2	0.2	4	12	17
O=C(O)CSc1nnc(-c2ccc(Cl)cc2Cl)n1-c1ccccc1	5	-4	-7	1	-3	-0.1	5	5	-16
CCC(C)(C)n1nnnc1C(c1ccccc1)N1CCN(C2CCCC2)CC1 (stereo not given)	-9	0	11	1	-3	-0.2	7	-1	6
COc1cc(C=O)ccc1Oc1nnnn1-c1ccc(C(N)=O)cc1	15	1	8	1	2	-2.2	13	12	7
O=C(CCc1ccccc1)Nc1cc(Cl)ccc1O	17	2	-4	-4	-2	68*	11	9	-14
CCc1ccc(NC(=O)c2n[nH]c(=O)c3ccccc23)cc1	3	-3	4	0	-2	5.3	-1	-4	23
CCc1ccccc1NC(=O)c1cnc2n(c1=O)CCS2	-2	0	-21	1	2	0.0	-11	25	4
O=C(CSc1ccc(F)cc1)Nc1ccc(Br)cc1	-9	-4	16	-3	-3	58*	7	44	-10
O=C(Nc1ccc(N2CCOCC2)cc1)C1CCN(S(=O)(=O)c2ccc3c(c2)OCCO3)CC1	14	-2	2	1	1	-0.6	3	3	7
COc1ccc(OCC(=O)N2CCC(n3nccc3NC(=O)C3CC3)CC2)cc1	3	-4	-2	0	1	-1.3	-4	23	17
CCN(CC)CCCN(C)C(=O)Cn1nc(Cc2ccncc2)c2ccccc2c1=O	7	-5	-12	-3	-2	0.1	12	4	11
Cc1cc(C)cc(NC(=O)CN2CCN(C(=O)c3cccs3)CC2)c1	-11	-3	-4	1	-1	1.3	6	-3	8
CC(/C=C/c1ccc(N(C)C)cc1)=N\N=C(/N)SC1CC(=O)N(c2ccc(C(=O)O)cc2)C1=O (stereo not given)	-18	-1	-1	-7	-3	3.2	-30	16	7
NC(=O)COC(=O)c1cc(=O)[nH]c2ccc(S(=O)(=O)Nc3ccc(F)cc3)cc12	-11	-3	-6	-3	1	-1.6	11	18	9
CC(=O)NS(=O)(=O)c1ccc(NC(=O)c2ccc(S(=O)(=O)N3CCCC3)cc2)cc1	3	-3	-5	1	-1	-0.9	6	23	8
C/C(=N\NC(=O)c1cc2c(s1)CCC(C)C2)c1ccc[nH]1 (stereo not given)	8	-3	7	-4	-4	3.3	-2	6	-5
CCOC(=O)c1c(C)[nH]c(=S)c(C#N)c1-c1ccccc1	14	-4	19	5	-4	-0.3	16	13	10
O=C(CNC(=O)c1ccc2c(c1)OCO2)N/N=C(Br)/C=C/c1ccccc1	17	0	16	-7	0	-31	-5	5	-5
Cn1cc(CN2CCN(c3ccccc3)CC2)c2ccccc21	15	-4	22	2	-3	61*	10	13	-6
O=C(/C=C/c1cccnc1)c1cccc(O)c1	12	-1	13	1	-4	0.2	5	8	12
CN(C)/C=N/c1nccc(-c2cccs2)n1	9	-1	9	-3	-3	-0.5	20	17	7
CN(Cc1nccn1C)C(=O)CC1C(=O)NCCN1Cc1cccc(Oc2ccccc2)c1 (stereo not given)	6	0	6	-2	-1	-0.6	14	23	8
CCOC(=O)c1c(CN2CCN(C)CC2)n(C)c2cc(Br)c(OC)cc12	18	-2	30	0	-6	2.7	19	-7	7
O=C(Nc1cccc(S(=O)(=O)N2CCCCC2)c1)c1ccc(N2CCCC2=O)cc1	3	0	9	-2	1	-0.8	6	12	-8
CC1/C(=C\c2ccc(Cl)cc2)C(=O)C2CC1C2(C)C (stereo not given)	-7	3	33	6	-2	-0.1	2	10	-4
Cc1cc(C(=O)NNc2ccc(C)c(C)c2)no1	13	-12	29	2	-2	1.4	21	26	42*
COc1ccc(OC)c(Cc2nnc(CCC(=O)N3CCC(N4CCCCC4)CC3)o2)c1	3	-3	20	2	2	-2.7	7	11	2
O=C(O)C1CCN(C(=O)c2cc(F)cc3c2OCOC3)CC1	0	-1	1	2	0	-0.5	17	25	-15
CC(C)(C)c1ccc(C(=O)NC(=S)N2CCCC2)cc1	8	-4	10	-1	-4	-1.9	31	63*	15
CC(=O)c1c(C)oc2ccc(NS(=O)(=O)c3ccc(F)cc3C)cc12	11	1	12	0	-2	5.9	0	28	4
CCOC(=O)c1sc(=S)n(C)c1NC(=O)c1ccccc1C	-1	-1	34	14*	0	4.9	30	-7	13
CCn1nccc1C(=O)Nc1ccc(Cl)c(Cl)c1	19	3	44*	-10	0	20	48	-1	10
O=C(NCc1ccccc1F)C1CCCN1C(=O)NC1CCCCC1 (stereo not given)	10	0	8	0	-2	0.4	-21	10	-1
Cc1ccc2c(c1)N(CC(=O)N1CCc3ccccc3C1)C(=O)CO2	-1	-3	0	-1	2	-1.9	14	17	15
O=C(NC(NC(=S)Nc1cccc(Cl)c1)C(Cl)(Cl)Cl)OCc1ccccc1 (stereo not given)	11	2	0	29*	-4	91*	7	26	-10
COCCn1c(C)cc(C(=O)CSc2nnc3ccccn23)c1C	-5	0	-1	-2	-1	0.0	-6	-7	5
COc1cc2[nH]c(=S)n(N(C(C)=O)C(C)=O)c(=O)c2cc1OC	8	-4	2	2	1	-0.6	11	5	19
O=C(NCc1ccc(F)cc1F)c1cc(COc2c(F)cccc2F)on1	-16	1	-8	2	0	-0.8	10	21	3
COc1ccccc1CN1CCC(n2nccc2NC(=O)CCOc2ccccc2)CC1	1	-4	-6	-1	-2	-1.0	1	2	5
O=C1C2CC=C(Cl)CC2C(=O)N1CCc1ccccc1 (stereo not given)	3	-4	18	-1	4	-1.5	21	15	5
Cc1cc(NC(=O)C2CCCN2C(=O)Nc2cccc(Cl)c2)ccc1-n1cnnn1 (stereo not given)	1	0	-5	1	-2	-0.8	20	23	4
